HIF activator: HIF pathway transcriptional activation; activation, % at 7.5 µM (by protocol); AID 1910; 300,000 compounds, 0.32% hits; U2OS HRE-luciferase reporter, luminescence; normalized: DMSO 0%, desferrioxamine 100%;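 active = mean activation of at least 10% of the iron chelator positive control signal, with at least half of replicates also reaching 10%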
IEC-6 tox: IEC-6 cytotoxicity, counter-screen for KLF5 inhibitors; luminescence viability; inhibition, % at 5 µM; 290,000 compounds, 0.78% hits; AID 1825; in the data active = inhibition above about 22%;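 note: 0% = plate median of test compound wells and 100% = cytotoxic reference compound wells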
KLF5 inh: inhibitors of KLF5 expression. 290,000 compounds, 0.23% hits. AID 1700. inhibition, % at 5 µM. DLD-1 KLF5 promoter-luciferase reporter, luminescence;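 active = inhibition above a per-plate limit of that plate's mean compound inhibition plus 3 SD, cut at about 60% in these data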;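 note: 0% = DMSO wells and 100% = LY294002 at 200 µM; higher means less KLF5 promoter-driven luciferase light; inactives centre near -14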
TRPC4 act: activators of mouse TRPC4 channel. HEK293 TRPC4beta/mu-opioid, Fluo4 calcium fluorescence; stronger effect = higher value. 310,000 compounds, 0.49% hits. B-score at 10 µM;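 active = B-score above 5 SD of library B-scores, and initial fluorescence ratio not above library mean plus 5 SD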;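 note: positive B-score marks a calcium rise read as TRPC4 activation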
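Assay system – TRPC4beta and mu-opioid receptor HEK293 stable cells · Measured by – Fluo4 fluorescence, kinetic · Schedule – dye loading 45 min room temperature, 110 s kinetic read · Read-out – B-scored integrated calcium fluorescence ratio · Controls – buffer and maximal DAMGO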
MrgX1 antagonist: antagonists of human MrgX1 receptor; Q96LB2; MRGX1-HEK293 calcium flux, Fluo-4, BAM8-22 antagonism; stronger effect = lower value; B-score at 10 µM; 310,000 compounds, 1.3% hits; AID 588676;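 active = calcium-response B-score plate-corrected more than 3 library SD below zero, starting fluorescence within 5 deviations, no agonist response on first addition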;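 note: peak minus trough fluorescence over baseline after final BAM8-22 challenge near maximal dose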
SKKanGAS inh: inhibitors of SKKanGAS S. pyogenes growth in kanamycin (SK-promoter or general growth effect); BacTiter-Glo, 6 h; inhibition, % at 7.5 µM; AID 1662; 300,000 compounds, 1.3% hits;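 active = mean replicate score, as percent of positive control median, at least 50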;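 note: strain carries kanamycin resistance gene driven by streptokinase promoter and grows in 40 µg/ml kanamycin; loss of luminescence reflects streptokinase promoter inhibition or plain growth inhibition; 0% = median of DMSO wells and 100% = positive control at its reference dose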
TRPC4 potent: allosteric potentiators of mouse TRPC4 channel; Q9QUQ5; 310,000 compounds, 0.42% hits; AID 2227; B-score at 10 µM; HEK293 TRPC4beta/mu-opioid, DAMGO EC20, Fluo-4 Ca2+ flux; stronger effect = higher value;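 active = B-score of calcium response area above 5 SD of library B-scores, with initial fluorescence ratio within 5 SD of library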;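 note: B-score of integrated fluorescence ratio over time as area under calcium response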
aSyn UTR inh: 5' untranslated region of α-synuclein, MLPCN primary screen; 300,000 compounds, 0.82% hits; inhibition, % (tested at 7.5 µM); alpha-synuclein 5'UTR reporter, inhibitor activity; AID 1813; in the data active = inhibition above about 60%;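 note: H4 neuroglioblastoma cells stably carrying SNCA 5'UTR luciferase fusion; 0% = DMSO wells and 100% = positive control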
TRPC4 inh: TRPC4 (mouse) channel inhibition. 300,000 compounds, 0.39% hits. HEK293 TRPC4beta/mu-opioid, DAMGO-evoked Fluo4 calcium flux; stronger effect = lower value. Q9QUQ5. AID 2247. B-score at 10 µM;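 active = B-score over 3 SD under the library average, no early fluorescence shift, positive overall ratio signal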
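Signal: kinetic Fluo4 fluorescence imaging of calcium influx. Material: stable TRPC4beta/mu-opioid receptor HEK293 cells. Probe or stimulus: DAMGO in two steps, submaximal then maximal.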
TRPC6 activator: activates the mouse TRPC6 cation channel; Q61143; HEK293-TRPC6 membrane potential dye fluorescence; stronger effect = higher value; B-score at 10 µM; 310,000 compounds, 0.13% hits; AID 2550;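 active = B-score of the integrated fluorescence ratio above library mean plus 3 SD, and starting fluorescence ratio within library mean plus 5 SD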;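 note: higher score means more depolarization so channel activation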
Target sequence (Q61143 whole entry, looked up): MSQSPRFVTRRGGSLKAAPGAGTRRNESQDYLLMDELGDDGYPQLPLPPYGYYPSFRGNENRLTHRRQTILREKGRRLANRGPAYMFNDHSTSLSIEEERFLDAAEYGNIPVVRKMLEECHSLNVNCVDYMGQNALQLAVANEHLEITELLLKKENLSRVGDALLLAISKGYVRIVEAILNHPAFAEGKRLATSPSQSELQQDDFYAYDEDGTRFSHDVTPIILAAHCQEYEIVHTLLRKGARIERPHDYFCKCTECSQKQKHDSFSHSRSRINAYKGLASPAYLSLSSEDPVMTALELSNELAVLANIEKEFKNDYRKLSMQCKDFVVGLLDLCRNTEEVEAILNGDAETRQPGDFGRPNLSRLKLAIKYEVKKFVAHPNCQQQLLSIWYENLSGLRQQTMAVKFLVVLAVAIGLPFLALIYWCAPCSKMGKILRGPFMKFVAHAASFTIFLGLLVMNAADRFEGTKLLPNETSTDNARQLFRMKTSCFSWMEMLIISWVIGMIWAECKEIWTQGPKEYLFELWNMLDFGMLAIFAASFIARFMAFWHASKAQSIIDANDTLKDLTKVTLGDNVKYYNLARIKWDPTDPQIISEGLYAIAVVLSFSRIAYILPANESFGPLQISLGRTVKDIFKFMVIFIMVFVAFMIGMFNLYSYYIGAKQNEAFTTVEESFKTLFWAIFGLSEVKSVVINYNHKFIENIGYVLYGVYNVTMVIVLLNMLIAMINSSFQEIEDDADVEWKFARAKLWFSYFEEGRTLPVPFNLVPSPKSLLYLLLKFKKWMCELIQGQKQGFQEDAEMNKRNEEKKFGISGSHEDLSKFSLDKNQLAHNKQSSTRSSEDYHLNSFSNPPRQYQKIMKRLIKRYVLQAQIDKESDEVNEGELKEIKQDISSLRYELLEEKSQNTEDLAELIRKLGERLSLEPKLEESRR
TRPC6 inhibitor: inhibitors of mouse TRPC6 channel. Q61143. HEK293-TRPC6, membrane potential dye, ACh-evoked depolarization; stronger effect = lower value. B-score at 10 µM. 310,000 compounds, 1.1% hits. AID 2553;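 active = B-score under library mean minus 3 SD, initial fluorescence not abnormally high, positive integrated signal ratio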;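 note: B-score derived from integrated fluorescence ratio over the kinetic read; more negative B-score means stronger inhibition of depolarization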
The depositor's hits bear a star; i = inactive; / = not tested or not shown.

entry	mol	HIF activator	IEC-6 tox	KLF5 inh	TRPC4 act	MrgX1 antagonist	SKKanGAS inh	TRPC4 potent	aSyn UTR inh	TRPC4 inh	TRPC6 activator	TRPC6 inhibitor
1	O=C(CCc1nnc2n(Cc3ccc(F)cc3)c(=O)c3ccccc3n12)NCCCN1CCOCC1	-0.3	2	-8	i	i	-5	i	3	i	i	i
2	Cc1ccc(S(=O)(=O)N2CC=C(c3c(C)n(C)c4ccccc34)CC2)cc1	-3.0	-4	-25	i	i	-15	i	-3	i	i	i
3	CC(C)C(=O)N1CCN(c2ccccc2NC(=S)NC(=O)Cc2ccccc2)CC1	-0.5	0	0	i	i	17	i	40	i	i	i
4	Cc1ccc(S(=O)(=O)N(C)C)cc1NC(=S)Nc1ccc2cn[nH]c2c1	2.1	-16	5	i	i	-1	i	3	i	i	i
5	CCOC(=O)c1c(C2CC2)csc1NC(=O)COC(=O)c1cc(OC)c(OC)cc1[N+](=O)[O-]	0.0	4	-37	i	i	8	i	18	i	i	i
6	CC(C)c1nc(NCCO)c(C#N)c2c1CCCC2	2.8	-9	-12	i	i	-4	i	42	i	i	i
7	O=C(C1CCN(S(=O)(=O)c2cccc3nsnc23)CC1)N1CCN(c2ccccc2F)CC1	-3.0	-10	-24	i	i	-1	i	12	i	i	i
8	CCOC(=O)c1cc(C#N)c(Nc2ccc(C)cc2)nc1C(F)(F)F	-0.5	-2	12	i	i	0	i	-5	i	i	i
9	CCOC(=O)Cn1c(=O)oc2cc(S(=O)(=O)N3CCCC(C)C3)ccc21 (stereo not drawn)	-0.2	7	-18	i	i	-6	i	3	i	i	i
10	O=C(c1cc2cc(Cl)ccc2[nH]1)N1CCN(c2ccc(F)cc2)CC1	-0.9	-4	-20	i	i	8	i	7	i	i	i
11	O=C(CC1S/C(=N/N=C/c2cccs2)NC1=O)Nc1ccccc1F (stereo not drawn)	-1.0	-10	-29	i	i	12	i	-9	i	i	i
12	COC(=O)c1c(N(S(C)(=O)=O)S(C)(=O)=O)sc2c1CCN(c1ncc(C(F)(F)F)cc1Cl)C2	-31	4	-15	i	i	33	i	-53	i	i	i
13	O=c1[nH]c(C2CCN(S(=O)(=O)c3ccc(C(F)(F)F)cc3)CC2)nc2c1nnn2Cc1ccccc1	-0.3	1	-29	i	i	28	i	-3	i	i	i
14	O=C(CCC(=O)N1CCN(S(=O)(=O)c2ccc(Cl)cc2)CC1)NCc1ccccc1	0.7	-1	-6	i	i	0	i	20	i	i	i
15	CCC1CCCCN1CCCNC(=O)CN1C(=O)COc2ccc(S(=O)(=O)N3CCOCC3)cc21 (stereo not drawn)	-0.3	-3	-46	i	i	2	i	6	i	i	i
16	O=S(=O)(c1ccc(F)cc1)N1CCN(C(=S)NCc2ccccc2)CC1	-0.9	1	13	i	i	-2	i	11	i	i	i
17	COCc1ccc(CN2CCCC(CCC(=O)NCc3ccc(C)o3)C2)o1 (stereo not drawn)	-0.2	-2	0	i	i	-3	i	-11	i	i	i
18	CC(C)n1nc(C(=O)NCc2ccc3c(c2)OCO3)c2ccccc2c1=O	-0.1	0	-25	i	i	-1	i	-3	/	i	i
19	O=C(CN(C1CCCCC1)S(=O)(=O)c1ccccc1)NCc1ccco1	0.7	8	-15	i	i	1	i	-28	i	i	i
20	CCc1ccc(S(=O)(=O)Nc2nnc(N)s2)cc1	1.5	3	-36	i	i	-3	i	9	i	i	i
21	COc1cccc(NCc2nnc(SCC(=O)NC3CCS(=O)(=O)C3)n2C2CCCCC2)c1 (stereo not drawn)	0.1	/	/	i	i	-10	i	5	i	i	i
22	CS(=O)(=O)N(CC(=O)NCC1CCCO1)c1cc(Cl)cc(Cl)c1 (stereo not drawn)	0.0	-5	-17	i	i	-1	i	-8	i	i	i
23	CCCCOc1ccc(OCCNS(=O)(=O)N(C)C)cc1	-0.1	-3	-19	i	i	7	i	-27	i	i	i
24	CC(C)(C)n1nnnc1C(c1ccncc1)N1CCCCCC1 (stereo not drawn)	0.2	-5	-34	i	i	-12	i	4	i	i	i
25	CCC(=O)NC(=S)Nc1ccc(NC(=O)COc2ccc(Cl)c(C)c2)cc1	-0.1	5	-26	i	i	27	i	-11	i	i	i
26	COc1cccc(CNCc2ccc3c(c2)OCO3)c1	-1.0	0	-35	i	i	-2	i	23	i	i	i
27	CC(CCc1ccccc1)NC(=O)CN1CCN(Cc2ccc(Cl)cc2)C1=O (stereo not drawn)	0.0	0	-17	i	i	-9	i	27	i	i	i
28	COc1cc(C(=O)Nc2c(C)cc(C)cc2C)c([N+](=O)[O-])cc1OC	-0.2	4	-8	i	i	-4	i	3	i	i	i
29	CCCCN(C)C(=O)C1CCC(CNS(=O)(=O)c2ccc3c(c2)CC(C)N3C(=O)C2CC2)CC1 (stereo not drawn)	-0.6	6	-31	i	i	-5	i	27	i	i	i
30	O=C(NC1CCCCCC1)c1cc(-c2ccccn2)nc2ccccc12	-0.1	8	4	i	i	-1	i	-1	i	i	i
31	Cc1noc(C)c1COC(=O)Cc1ccc(Cl)cc1	-0.6	2	-20	i	i	6	i	-13	i	i	i
32	C=CCN1C(=O)C(CC(=O)Nc2ccc(OCCC)cc2)N(CCCN2CCN(Cc3ccccc3)CC2)C1=S (stereo not drawn)	-0.4	8	0	i	i	7	i	7	i	i	i
33	CCOC(=O)/C(=N\Nc1cc(C(F)(F)F)ccc1Cl)N(CC)CC	-0.7	-3	-15	i	i	21	i	2	i	i	i
34	CSc1nc(C(C)C)ccc1CNC(=O)CC(C)c1ccccc1 (stereo not drawn)	0.6	1	-9	i	i	5	i	18	i	i	i
35	O=C(CSc1ccc(-c2ccc(Cl)cc2)nn1)N1CCCc2ccccc21	-0.8	1	1	i	i	-2	i	13	i	i	i
36	COCCNC(=S)Nc1ccc2nsnc2c1	2.0	-12	-46	i	i	3	i	-37	i	i	i
37	O=C(NCc1ccccc1)c1ccc(S(=O)(=O)C(F)F)cc1	0.3	4	-23	i	i	0	i	-6	i	i	i
38	Cc1cc(C)cc(NC(=O)NN2C(C)CCCC2C)c1 (stereo not drawn)	0.2	-11	-18	i	i	-6	i	-1	i	i	i
39	Cc1nc2c(C)cccc2cc1C(=O)N/N=C/c1ccc(C(=O)O)cc1	-0.5	4	-6	i	i	-3	i	-14	i	i	i
40	O=C(Cn1cnc2ccc(Cl)cc2c1=O)c1cccs1	1.5	-5	-14	i	i	2	i	-136	i	i	i
41	Cc1cc(C)c2nc(NC(=O)c3cc(C)on3)sc2c1	0.4	4	11	i	i	-3	i	-89	i	i	i
42	COc1ccccc1CCNS(=O)(=O)c1cn(C)c(=O)n(C)c1=O	-0.2	-3	-19	i	i	-4	i	-6	i	i	i
43	CC(N=C1NS(=O)(=O)c2ccccc21)C(=O)N1CCc2ccccc2C1 (stereo not drawn)	0.9	-5	-19	i	i	-7	i	-2	i	i	i
44	CCOC(=O)C1(CC2CC2)CCN(Cc2cnc(N(C)C)s2)CC1	0.3	6	-16	i	i	-5	i	16	i	i	i
45	CCOC(=O)C(=Cc1cn(C)c2ccc(S(=O)(=O)N(C)C)cc12)C(=O)OCC	-0.9	3	-26	i	i	0	i	-18	i	i	i
46	CC(NC(=O)CCNC(=O)c1ccco1)c1ccc(F)cc1 (stereo not drawn)	-6.2	-4	3	i	i	-14	i	-7	i	i	i
47	CC12C(=O)N(c3nccs3)C(=O)C1C1C=CC2C1 (stereo not drawn)	0.1	2	5	i	i	0	i	3	i	i	i
48	CC(C)(C)C(=O)NC(=S)Nc1ccc(C(F)(F)F)cc1	1.0	-5	-44	i	i	-2	i	-39	i	i	i
49	COc1ccc(CCNC(=O)CN2C(=O)c3ccccc3S2(=O)=O)cc1OC	-0.2	-3	14	i	i	-5	i	4	i	i	i
50	O=C(CSc1ncccn1)N/N=C/c1ccc2c(c1)OCO2	1.5	8	-57	i	i	0	i	-42	i	i	i
51	O=C1OC(CO)CN1Cc1ccccc1 (stereo not drawn)	-0.2	-7	-28	i	i	1	i	-4	i	i	i
52	COc1ccc(Cn2nnnc2C(c2cccnc2)N2CCN(c3ccc(O)cc3)CC2)cc1 (stereo not drawn)	-0.6	-2	7	i	i	5	i	3	i	i	i
53	O=C(O)CCC(=O)Nc1sc2c(c1C(=O)Nc1ccccc1)CCCCC2	1.1	1	-21	i	i	1	i	-78	i	i	i
54	Oc1ccccc1C(=S)N1CCCCC1	0.0	4	-13	i	i	-1	i	0	i	i	i
55	CCC(=O)N1CCc2cc(S(=O)(=O)NCCCN3CCN(Cc4ccccc4)CC3)ccc21	0.1	-1	-26	i	i	0	i	10	i	i	i
56	CN(C)CC(O)CN1C(=O)N(CN2C(=O)N(CC(O)CN(C)C)C(=O)C2(C)C)C(C)(C)C1=O (stereo not drawn)	0.0	-3	-10	i	i	-4	i	-24	i	i	i
57	Fc1ccc(NC(=S)N2CCCC2)cc1Cl	0.6	-5	-6	i	i	-5	i	5	i	i	i
58	CCCCN(Cc1ccccc1)S(=O)(=O)c1c(N)n(C)c(=O)n(C)c1=O	0.0	2	-26	i	i	1	i	43	i	i	i
59	O=C(O)Cn1cnc2sc3c(c2c1=O)CCCC3	-0.4	1	1	i	i	-5	i	9	i	i	i
60	O=C(COC(=O)C1(c2ccc(F)cc2)CCCC1)Nc1ncc(C(F)(F)F)cc1Cl	0.6	-16	11	i	i	6	i	2	i	i	i

Next part:
entry	mol	HIF activator	IEC-6 tox	KLF5 inh	TRPC4 act	MrgX1 antagonist	SKKanGAS inh	TRPC4 potent	aSyn UTR inh	TRPC4 inh	TRPC6 activator	TRPC6 inhibitor
61	CCc1nnc(NC(=O)c2ccncc2)s1	1.9	5	-12	i	i	-4	i	-6	i	i	i
62	Cc1onc(-c2ccccc2)c1C(=O)N/N=C/c1ccccc1OC(C)C	-0.2	2	0	i	i	2	i	2	i	i	i
63	Cc1[nH][nH]c(=O)c1N=Nc1ccc(Cl)cc1	-0.2	-12	-22	i	i	-11	i	0	i	i	i
64	CN(Cc1ccon1)C(=O)c1ccc2nc(Cc3cccc(Cl)c3)oc2c1	0.7	2	-12	i	i	3	i	10	i	i	i
65	COc1ccc(NC(=O)Nc2nnc(-c3ccccc3F)s2)cc1	3.1	-2	-3	i	i	-1	i	-134	/	i	i

Assay outcomes from PubChem BioAssay.
